VIM-2 inh = VIM-2 metallo-beta-lactamase inhibitors, primary screen, biochemical, epi-absorbance readout, Pseudomonas aeruginosa enzyme. purified VIM-2, nitrocefin hydrolysis, epi-absorbance fluorescence. inhibition, % at 5.6 µM. 0.89% of 290,000 active. AID 1527, 2009;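 active = inhibition above the mean of all tested compounds plus 3 SD, cutoff set per screening run, cut at about 7.5% in these data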;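 note: red hydrolysis product quenches plate fluorescence so inhibitors raise well fluorescence; 0% = enzyme with DMSO and 100% = DMSO without enzyme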
IDE act = human IDE activators in live cells, primary screen, fluorescence polarization, HEK cells, FAbeta-B substrate; Insulin-degrading enzyme (Homo sapiens), P14735; FAbeta-B cleavage; 0% vehicle, 100% cell-free pure enzyme wells; activation, % at 5.96 µM; 0.073% of 340,000 active; AID 493087, 2011;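 active = activation above the mean of all tested compounds plus 3 SD, set per screening campaign, cut at about 17% in these data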
HCV NS3 hel inh = inhibitors of HCV NS3 helicase, primary screen, biochemical, Cy5 molecular beacon fluorescence. Hepatitis C virus NS3 helicase. NS3 helicase DNA unwinding. inhibition, % at 10.9 µM. 0.56% of 290,000 active. AID 1800, 2009;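 active = inhibition above the mean of all tested compounds plus 3 SD, set per campaign, cut at about 35% in these data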;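 note: 0% = DMSO wells and 100% = thioflavine S control wells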
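Assay system – hepatitis C virus NS3 helicase domain fragment enzyme · Buffer or medium – MOPS pH 6.5, MgCl2, DTT, Tween20, BSA · Reagent – Cy5/quencher beacon DNA duplex and ATP to start · Compound – single 10.9 µM dose · Timing – 1 h at 25 °C · Technique – Cy5 beacon fluorescence read at start and 1 h · Measure – % inhibition of unwinding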
IDE cell inh = human IDE inhibitors in live cells, primary screen, fluorescence polarization, HEK cells, FAbetaB substrate; Insulin-degrading enzyme (Homo sapiens), P14735; FAbetaB cleavage; inhibition, % at 5.59 µM; 0.41% of 320,000 active; AID 434962, 2010;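 active = percent inhibition above the average of all tested compounds plus 3 SD, set per screening campaign, cut at about 16% in these data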;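 note: IDE supplied by intact live HEK cells; FP after avidin binding of uncleaved biotin substrate so inhibition keeps polarization high; 0% = DMSO wells and 100% = 60 µM reference IDE inhibitor Ii1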
DNA FID counter = compounds displacing fluorescent DNA intercalator, primary screen, artefact control for HCV NS3 helicase inhibitor project, biochemical, FID fluorescence | inhibition, % at 7.9 µM | 0.17% of 290,000 active | DNA fluorescent intercalator displacement | AID 1845, 2009; in the data active = inhibition above about 37%;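 note: 0% = vehicle and 100% = reference compound; higher means more ethidium bromide displaced from hairpin DNA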
p-CIP stab down = p/CIP-EGFP fusion destabilizers, primary screen, fluorescence, F442A cells; Q05BA5; 16 h; decrease of EGFP signal, % at 10 µM; 0.01% of 290,000 active; AID 1984, 2009;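 active = EGFP signal decrease of at least 30% at 10 µM or well 3 SD below plate mean, unless failing retest; inactive = the rest, including hits failing retest or dose response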; note: some compounds called inactive have numbers as strong as hits; many of its hits are not listed in these tables
PfM18AAP inh = PfM18AAP inhibitors, malaria aminopeptidase, primary screen, biochemical, QFRET, recombinant enzyme. 1.2% of 290,000 active. inhibition, % at 7.35 µM. M18 aspartyl aminopeptidase (Plasmodium falciparum 3D7). AID 1822, 2009. H-Glu-NHMec fluorogenic cleavage;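 active = inhibition above the campaign mean inhibition over all tested compounds plus 3 SD, cut at about 28% in these data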;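 note: 0% = plate median of test compound wells and 100% = 2 mM ZnCl2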
SUMO HTRF inh = inhibitors of in vitro SUMOylation cascade, primary screen, biochemical, HTRF, uHTS. SUMO-conjugating enzyme UBC9 (Homo sapiens), P63279. HTRF SUMOylation assay, SAE1/SAE2 + UBC9. inhibition, % at 35 µM. 0.36% of 290,000 active; in the data active = inhibition above about 50%, passing the limit was not always enough; note: strong numbers were not always called active
Target sequence (P63279 whole entry, looked up): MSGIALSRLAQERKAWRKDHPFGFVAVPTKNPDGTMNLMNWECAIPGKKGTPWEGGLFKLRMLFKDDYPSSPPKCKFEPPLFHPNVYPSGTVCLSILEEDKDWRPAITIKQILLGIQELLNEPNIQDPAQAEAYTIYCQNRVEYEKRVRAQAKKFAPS
IMP-1 inhibitor = IMP-1 metallo-beta-lactamase inhibitors, primary screen, biochemical, epi-absorbance readout, Pseudomonas aeruginosa enzyme; metallo-beta-lactamase IMP-1 (Pseudomonas aeruginosa); purified IMP-1, nitrocefin hydrolysis, epi-absorbance fluorescence; AID 1556, 2009; inhibition, % at 5.6 µM; 0.45% of 290,000 active;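 active = inhibition above the mean plus 3 SD of all compounds in the same screening run, cut at about 4.5% in these data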;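 note: 0% = IMP-1 with DMSO and 100% = DMSO wells lacking enzyme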
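System – purified recombinant IMP-1 beta-lactamase · Input – IMP-1 dispensed at 0.2 nM · Timing – 15 min preincubation plus 25 min reaction at 25 °C · Signal – Epi-absorbance fluorescence, 480 nm excitation, 530 nm emission · Measure – percent IMP-1 inhibition derived from blank-referenced optical density · Controls – Enzyme-plus-DMSO low control, enzyme-free DMSO high control · Replication – singlicate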
Starred values were filed as active, the others as inactive; . = not tested or not shown.

no.	mol	VIM-2 inh	IDE act	HCV NS3 hel inh	IDE cell inh	DNA FID counter	p-CIP stab down	PfM18AAP inh	SUMO HTRF inh	IMP-1 inhibitor
1	C[C@@H]1CN(C(=O)c2nc3ccc(Cl)cn3c2CNCC[C@@H]2C[C@@H]3C=C[C@H]2C3)C[C@H](C)O1	0.9	4	-1	4	0	8	-7	9	-0.8
2	CCOC(=O)Cn1nc(/C=C/c2ccc(OC)cc2)ccc1=O	0.2	1	6	1	-18	.	3	.	-0.8
3	Cc1ccc(C)c(NC(=O)CSc2nnc(CNC(=O)c3cccs3)o2)c1	-2.0	2	-4	2	-4	7	3	9	-1.5
4	CCOC(=O)C1CCN(C(=O)C2(NC(=O)NC3CCCCC3)CCCCC2)CC1	-0.3	6	2	1	-3	-4	-15	3	-2.6
5	COc1cc(C(=O)N(Cc2cc3cc(C)ccc3[nH]c2=O)CC2CCCO2)cc(OC)c1OC (stereo unspecified)	-1.1	4	-8	-2	-23	16	-5	7	-0.9
6	O=C(CCc1c[nH]c2ccccc12)NC1CC1	-2.0	4	2	-5	-2	1	0	0	-4.6
7	COc1ccc(C(=O)NNC(=O)C(Cc2ccc(O)cc2)NC(=O)c2ccccc2NC(=O)c2ccc(OC)cc2)cc1 (stereo unspecified)	-5.8	5	-12	8	-38	-6	3	21	-5.5
8	COCCN(Cc1cc2ccccc2[nH]c1=O)C(=O)c1ccccc1OC	0.7	3	0	2	-13	-14	-1	30	1.0
9	CCOC(=O)c1cc2c(s1)-c1ccccc1CC2	-3.3	0	-4	-1	-3	12	-3	-3	-1.6
10	O=S(=O)(c1ccc(-c2nnc(SCc3ccccc3)o2)cc1)N1CCCC1	-1.2	6	0	7	-4	-10	4	-16	-2.2
11	Cc1ccc(C)c(CNS(=O)(=O)c2c(C)[nH]c(C)c2C(=O)N2CCCCC2)c1	-3.6	7	-1	-1	-44	5	5	6	-1.8
12	C/C=C(/C)C(=O)O[C@@H]1c2c(ccc3ccc(=O)oc23)O[C@@H]1C(C)(C)OC(=O)/C(C)=C\C	-1.7	2	-5	6	-26	0	2	-23	-3.8
13	CC(C)OCCCNC(=O)c1cc(S(=O)(=O)N2CCCCC2)c[nH]1	-2.8	-4	-8	3	-30	-13	3	10	-2.2
14	CCn1c(CNC(=O)COC)nc2ccccc21	1.0	2	2	-4	4	-4	-2	-3	-1.9
15	COc1cccc(NC(=O)CN2CCN(C(=O)c3ccco3)CC2)c1	0.3	2	7	6	-17	-2	-7	15	-3.5
16	O=C1OC/C(=C(/O)c2ccc(Cl)cc2)C1=O	-2.1	1	-4	2	3	0	-4	-3	-2.2
17	CC(C)=CCC/C(C)=C/C(N)=O	-1.2	2	-1	.	-1	-8	-2	20	-1.7
18	COc1ccc(OC)c(C(C)NC(=O)Nc2ccccc2)c1 (stereo unspecified)	-1.0	3	-1	1	-7	0	-7	10	-1.0
19	CCCOc1ccc(C(=O)CCC(=O)OCC(=O)Nc2ccc(OCC)cc2)cc1	-3.1	.	-4	7	-12	-12	-1	16	-4.2
20	Cc1cc(C)c(C(N)=O)c(Nc2ccc3c(c2)OCCO3)n1	-2.3	4	-12	0	-2	8	-3	8	0.0
21	Cc1ccc(OCc2nnc(SCC(=O)c3ccccc3)n2-c2ccccc2)cc1	-2.0	-3	-15	2	-24	6	2	-4	-4.0
22	O=C(CN1C(=O)NC2(CCCCCC2)C1=O)NCc1cccs1	1.0	2	4	3	2	-4	10	4	0.2
23	O=C(c1ccc([N+](=O)[O-])cc1)N1CCC(n2nnc3cc(F)ccc32)CC1	-0.2	0	3	6	-3	1	-4	3	-2.7
24	CNc1ncnc(Sc2ccc(Cl)cc2)c1[N+](=O)[O-]	-1.2	.	14	4	2	-4	10	8	-0.5
25	CC(=O)OCC(OC(C)=O)C(OC(C)=O)C(OC(C)=O)C(=O)Nc1ccccc1 (stereo unspecified)	-0.1	1	-11	1	-3	-6	-12	16	-1.5
26	CC1(C)CC(=O)/C(=C(\O)c2ccccc2)C(=NCCO)C1	-1.4	4	-1	-2	-2	-10	2	1	-2.7
27	Cc1cccc(N(Cc2ccccc2)C(=O)c2ccc(S(C)(=O)=O)cc2)c1	-2.7	-1	11	11	-42	-16	4	7	-1.2
28	CCCn1c(CCc2ccccc2)nnc1SCC(=O)N1CCOCC1	-3.7	5	-7	-3	-17	-17	-10	10	-2.0
29	O=C(NCc1ccc(F)cc1)C1CCCN1C(=O)Nc1ccc(F)cc1 (stereo unspecified)	-1.8	-1	-1	-3	-6	-1	-7	8	-1.7
30	O=C(c1ccccc1F)N1CCN(c2ccccn2)CC1	-1.3	4	11	.	-7	-6	1	13	-3.2
31	Cc1ccc(S(=O)(=O)c2c(C)cc(C)nc2Cl)c(C)c1	-5.5	-3	9	-5	-21	0	3	-9	-3.0
32	CCOc1ccc2oc(C(=O)N3CCN(Cc4ccccc4)CC3)c(C)c2c1	0.7	2	-17	-1	-32	-4	-2	-7	-2.1
33	CN(Cc1ccc(F)cc1)C(=O)c1sccc1-c1ccccc1	-2.6	9	17	.	-27	-12	5	-5	-6.2
34	C=COCCNC(=S)N1CCOCCOCCN(C(=S)NCCOC=C)CCOCCOCC1	-1.4	3	-4	-4	-17	20	-1	2	-2.9
35	O=C(Cc1nc2ccccc2[nH]1)c1cccc([N+](=O)[O-])c1	-0.9	6	6	2	4	-3	11	13	-1.0
36	Cc1cc(C)n2c(SCC#N)nnc2n1	-0.8	-3	-8	0	2	10	1	-2	-2.9
37	Cc1ccc(NC(=O)c2nccnc2C(=O)O)cc1C	-2.6	0	9	-2	8	-16	9	10	3.8
38	Cc1cc2oc(=O)cc(CN3CCN(Cc4ccccc4)CC3)c2cc1O	-0.9	-1	-11	6	19	11	5	2	-1.5
39	Cn1c(-c2cccc([N+](=O)[O-])c2)cnc1NCc1ccc(C#N)cc1	-0.6	-1	-5	-2	11	3	3	11	-0.1
40	CC(C)N(C(=O)Cn1cc(SCC(N)=O)c2ccccc21)C(C)C	0.8	9	16	-2	-13	2	-7	13	-2.9
41	CCOC(=O)c1[nH]c2ccccc2c1NC(=O)C(C)(C)C	-0.5	-1	3	0	-9	-25	-7	22	0.2
42	COc1cccc(N2CC(C(=O)Nc3nnc(SCC(=O)N4CCOCC4)s3)CC2=O)c1 (stereo unspecified)	-0.8	-4	-7	5	-40	16	10	-12	-1.4
43	COc1ccc(S(=O)(=O)N2CCNC(=O)C2)cc1Br	0.7	10	-11	2	0	-2	-13	13	-1.0
44	CCc1ccc2c(c1)c1nnc(NN)nc1n2C	-2.5	2	-12	6	-7	-1	21	-16	-3.3
45	CCn1c(CNC(=O)c2cccc(C)c2)nnc1SCC(=O)NC1CCCC1	-2.7	3	4	4	-16	-20	2	1	-1.8
46	CN(CCO)C(=O)CCC(=O)Nc1ccc(S(N)(=O)=O)cc1	-1.9	1	2	1	0	-7	0	14	-1.3
47	COc1ccc(OCc2nnc(SCC(=O)N3CCOCC3)o2)cc1	-0.9	3	10	4	-3	0	-12	1	-3.7
48	CC(=O)c1ccc(NC(=O)c2noc(C)c2[N+](=O)[O-])cc1	-1.6	9	5	-2	-1	-6	-5	14	1.2
49	COc1cccc(-c2cc(C(=O)N3CCN(C(=O)c4ccco4)CC3)[nH]n2)c1	-0.6	6	-1	1	-36	11	-1	-7	-1.3
50	Cc1c(C(=O)N2CCOCC2)c(S(=O)(=O)Nc2cccc(Br)c2)c(C)n1C	0.7	0	13	-1	-26	-13	-15	8	0.1
51	CC(C)C(=O)O/N=C1\CCS(=O)(=O)c2sccc21	-2.4	3	2	8	-1	10	3	1	-1.4
52	O=C(c1ccccc1F)N1CCN(c2ccccc2)CC1	-2.0	1	-2	-1	-7	-5	1	5	-2.3
53	O=C(Nc1cccnc1Cl)c1cc(-c2ccc(O)cc2)on1	0.1	-2	-12	-2	1	0	-8	3	-1.0
54	NC(=NCCc1ccccc1)NS(=O)(=O)c1ccccc1	-1.8	-2	7	2	3	-3	-10	-5	-4.8
55	CCC(=O)c1ccc(OCC(O)CN2CCOCC2)cc1 (stereo unspecified)	-2.4	0	-1	3	0	-8	5	25	-3.3
56	COC(=O)c1ccccc1NC(=O)CSc1nnc(-c2cccnc2)o1	-4.0	-2	34	0	-14	-9	-10	17	-3.8
57	CN(C)CCCN(C(=O)c1ccc(C(=O)c2ccccc2)cc1)c1nc2cc3c(cc2s1)OCCO3	-0.9	-7	-40	-3	30	-44	0	5	-4.0
58	CCN(CC)S(=O)(=O)c1ccc(Cl)c(NC(=O)COC(=O)c2c(C)noc2C)c1	-2.5	1	5	-6	-10	3	-6	-22	-2.7
59	CC(C)CC(=O)NC(=S)Nc1ccc(S(=O)(=O)Nc2nccs2)cc1	-2.1	6	16	-4	-4	-19	3	10	-2.7
60	O=C(COC(=O)C1CC1)Nc1ccc2c(c1)OCO2	-2.8	-1	2	2	1	-6	2	4	-2.7

(list continues)
no.	mol	VIM-2 inh	IDE act	HCV NS3 hel inh	IDE cell inh	DNA FID counter	p-CIP stab down	PfM18AAP inh	SUMO HTRF inh	IMP-1 inhibitor
61	CCOC(=O)C1(Cc2cccc(Cl)c2)CCCN(C(=O)c2cccc(C)n2)C1 (stereo unspecified)	-3.2	5	4	-3	-20	-21	0	18	-3.0
62	CC(=O)CCn1c(=O)n(CCC(C)=O)c(=O)n(CCC(C)=O)c1=O	0.3	1	5	-5	0	-7	0	-17	0.2
63	CCNC(=O)CCn1nc(-c2ccc(Cl)cc2)c2ccccc2c1=O	0.4	5	-3	6	-23	8	-5	6	-0.5
64	C=C1C(C(=O)Nc2ccc(OCC)cc2)C1C(=O)Nc1ccc(OCC)cc1 (stereo unspecified)	-1.3	3	2	2	-5	-2	2	17	-2.2
65	COC(=O)c1c(N)n(-c2ccc(NC(C)=O)cc2)c2nc3ccccc3nc12	-0.7	-1	0	6	-4	1	3	23	-0.5
66	CC12COC3(C(=O)Nc4ccc([N+](=O)[O-])cc4)CC1CCC32C (stereo unspecified)	0.1	0	-12	3	5	-2	1	-17	-0.9
67	Cc1cccc(NC(=O)NNC(=O)c2cc(-c3ccccc3Cl)nc3ccccc23)c1	-3.0	-3	-9	15	-5	1	3	19	-2.1
68	NC1=NC(=O)/C(=C/c2cccc(-c3ccc(S(N)(=O)=O)cc3)c2)S1	-2.2	3	13	4	-7	1	10	28	-3.3

Compound activity from PubChem.
